GLD-1 RNA inh – GLD-1/TGE RNA complex disruptors, primary screen, biochemical, fluorescence polarization. inhibition, % at 5.96 µM. Female germline-specific tumor suppressor gld-1 (Caenorhabditis elegans), Q17339. 320,000 tested, 0.44% active. purified GLD-1 + fluorescein TGE RNA;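 active = percent inhibition above a per-plate cutoff, the plate mean of test compounds plus 3 SD, cut at about 30% in these data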;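 also: 0% = DMSO wells with GLD-1 and probe and 100% = wells lacking GLD-1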
AHR act – AHR activators, primary screen, cell-based, luminescence, luciferase reporter, human; AID 2796, 2010; activation, % at 5 µM; Aryl hydrocarbon receptor (Homo sapiens), P35869; AHR-responsive luciferase reporter cells; 320,000 tested, 2.5% active; in the data active = activation above about 47%;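 also: 0% = vehicle wells and 100% = reference agonist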
PAFAH1B2 FP inh – PAFAH1B2 enzyme inhibitors, primary screen, biochemical, fluorescence polarization, human. inhibition, % at 3.39 µM. 340,000 tested, 1.2% active. Platelet-activating factor acetylhydrolase IB subunit alpha2 (Homo sapiens), P68402. recombinant PAFAH1B2, FP-rhodamine activity probe;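 active = inhibition above the mean of all tested compounds plus 3 SD, cut at about 24% in these data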;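 also: 0% = enzyme with DMSO and 100% = wells lacking PAFAH1B2; many of its hits are not listed in these tables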
MCL1-BIM inh – inhibitors of MCL1 binding to BIM-BH3, primary screen, biochemical, fluorescence polarization | AID 2057, 2009 | GST-MCL1 / FITC-Bim-BH3 fluorescence polarization | Induced myeloid leukemia cell differentiation protein Mcl-1 (Homo sapiens), Q07820 | inhibition, % at 10.9 µM | 320,000 tested, 0.68% active;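 active = inhibition above the mean inhibition of all tested compounds plus 3 SD, set per campaign, cut at about 40% in these data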;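 also: 0% = DMSO wells and 100% = unlabeled Bim-BH3 peptide control; higher means more loss of mP so more displacement of Bim peptide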
MEX-5 binding – MEX-5 zinc finger RNA-binding disruptors – biochemical, C. elegans, fluorescence polarization, MLPCN library, primary screen | AID 1832, 2009 | 300,000 tested, 0.38% active | MEX-5/FITC-TCR2 RNA binding; stronger effect = lower value | activity score (negative = inhibition of binding), % at 10 µM | Zinc finger protein mex-5 (Caenorhabditis elegans), Q9XUB2;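 active = inhibition past about -25% in most replicates, and total fluorescence under double the plate's negative control median, limit read from the data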;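 also: 0% = DMSO and -100% = 5 µM competing unlabeled TCR2 RNA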
Fam108B counter – mouse Fam108B serine hydrolase inhibitors, primary screen, counter-screen for RBBP9 inhibitor project, biochemical, fluorescence polarization; recombinant Fam108B, FP-Rh probe fluorescence polarization; inhibition, % at 9.51 µM; 300,000 tested, 0.33% active;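 active = inhibition above the screen mean inhibition plus 3 SD, computed separately per campaign, cut at about 18% in these data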;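 also: inhibitors lower polarization as less probe binds the enzyme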
PME-1 primary – PME-1 inhibitors via competitive probe labeling, primary screen, biochemical, fluorescence polarization, FP-Rh probe, HTS | recombinant PME-1 | inhibition, % at 5.9 µM | 320,000 tested, 0.53% active | AID 2130, 2009;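 active = inhibition above the campaign mean of all compounds plus 3 SD, cut at about 26% in these data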;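 also: competitive labeling of PME-1 active site by serine hydrolase directed probe; 0% = PME-1 with DMSO and 100% = wells lacking PME-1 enzyme; inhibitors block probe labeling so polarization falls and inhibition rises; many of its hits are not listed in these tables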
Target sequence (Q9Y570 whole entry, looked up): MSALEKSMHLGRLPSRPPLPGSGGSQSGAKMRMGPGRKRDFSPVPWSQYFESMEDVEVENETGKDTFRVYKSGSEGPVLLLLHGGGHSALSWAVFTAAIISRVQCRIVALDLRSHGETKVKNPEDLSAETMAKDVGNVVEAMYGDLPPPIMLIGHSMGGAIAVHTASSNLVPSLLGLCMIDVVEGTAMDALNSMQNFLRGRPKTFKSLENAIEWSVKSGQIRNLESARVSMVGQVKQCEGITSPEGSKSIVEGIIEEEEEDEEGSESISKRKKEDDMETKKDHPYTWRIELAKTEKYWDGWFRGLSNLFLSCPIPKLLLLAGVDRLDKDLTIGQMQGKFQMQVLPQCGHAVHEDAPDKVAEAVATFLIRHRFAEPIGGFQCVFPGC
BCLXL inh – inhibitors of human Bcl-xL, primary screen, biochemical, fluorescence polarization, HTS. Bcl-2-like protein 1 (Homo sapiens), Q07817. inhibition, % at 10.9 µM. AID 2129, 2009. 320,000 tested, 0.7% active. GST-Bcl-xL / FITC-Bim BH3 peptide fluorescence polarization;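 active = inhibition above the mean of all tested compounds plus 3 SD, cutoff set per campaign, cut at about 30% in these data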;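 also: 0% = DMSO wells and 100% = unlabeled Bim-BH3 peptide competitor; inhibitors lower millipolarization by displacing the labeled peptide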
Target sequence (Q07817 whole entry, looked up): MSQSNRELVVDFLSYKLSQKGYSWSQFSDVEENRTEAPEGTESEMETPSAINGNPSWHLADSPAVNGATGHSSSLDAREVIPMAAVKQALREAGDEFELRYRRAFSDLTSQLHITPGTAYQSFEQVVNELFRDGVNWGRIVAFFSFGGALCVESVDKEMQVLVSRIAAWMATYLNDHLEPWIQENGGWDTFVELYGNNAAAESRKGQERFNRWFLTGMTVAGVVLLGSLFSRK
pPAFAH inh – pPAFAH enzyme inhibitors, primary screen, biochemical, fluorescence polarization, human | recombinant pPAFAH, FP-rhodamine probe fluorescence polarization | Platelet-activating factor acetylhydrolase (Homo sapiens), Q13093 | 330,000 tested, 1.5% active | inhibition, % at 3.39 µM | AID 463082, 2010;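 active = inhibition above the mean inhibition across the screen plus 3 SD, cut at about 25% in these data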;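 also: inhibitors block binding of the rhodamine activity-based probe so polarization drops; 0% = enzyme with DMSO and 100% = wells lacking pPAFAH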
Target sequence (Q13093 whole entry, looked up): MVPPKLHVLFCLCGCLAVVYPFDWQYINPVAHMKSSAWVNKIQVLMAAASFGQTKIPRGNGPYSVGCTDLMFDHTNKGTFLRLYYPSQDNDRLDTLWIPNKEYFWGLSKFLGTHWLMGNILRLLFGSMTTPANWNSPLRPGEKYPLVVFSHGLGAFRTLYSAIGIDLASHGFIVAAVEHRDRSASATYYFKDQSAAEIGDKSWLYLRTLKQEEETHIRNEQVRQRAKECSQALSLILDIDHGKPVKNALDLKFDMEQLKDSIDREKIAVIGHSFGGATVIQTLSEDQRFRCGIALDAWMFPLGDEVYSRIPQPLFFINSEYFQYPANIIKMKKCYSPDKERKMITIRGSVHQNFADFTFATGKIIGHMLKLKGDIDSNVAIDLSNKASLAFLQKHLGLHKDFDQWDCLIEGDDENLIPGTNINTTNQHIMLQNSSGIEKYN
* marks the source's active call; other numbers are inactive results; . = no result given. Not all compounds are listed. The share of hits here may be higher or lower than overall.

mol | GLD-1 RNA inh | AHR act | PAFAH1B2 FP inh | MCL1-BIM inh | MEX-5 binding | Fam108B counter | PME-1 primary | BCLXL inh | pPAFAH inh
CC(OC(=O)Cn1[nH]c(=O)c2ccccc2c1=O)C(=O)Nc1cccc(Cl)c1 (stereo unspecified) | 0 | 7 | -2 | -13 | 0.9 | -6 | -4 | -13 | -13
O=C(Nc1ccc2c(c1)OCCO2)c1ccc2nccnc2c1 | -1 | -4 | -2 | -1 | -0.9 | 8 | -5 | 1 | -2
Cc1nc2sc(C(c3ccco3)N3CCN(C(c4ccccc4)c4ccccc4)CC3)c(O)n2n1 (stereo unspecified) | 2 | 19 | 1 | 4 | 2.4 | -5 | -2 | 7 | 5
Cc1ccc(C)c(NC(=O)CN(C)C(=O)c2ccc3c(=O)n4c(nc3c2)CCC4)c1 | -2 | 0 | 1 | 4 | . | . | 2 | -2 | -1
CCCn1c(N)c(C(=O)CSc2nnc(-c3ccco3)n2Cc2ccccc2)c(=O)[nH]c1=O | -2 | 3 | 1 | -6 | -2.2 | 4 | 0 | -2 | 4
CC(=O)N(C(C)=O)c1ncnc2c1c(-c1ccc(Cl)cc1)nn2C(C)(C)C | 1 | 1 | 8 | -3 | -0.7 | 0 | 6 | 0 | 3
COc1cccc(N2CCN(C(=O)CC(C)(C)CC3=NS(=O)(=O)c4ccccc4N3)CC2)c1 | -8 | 3 | 2 | -7 | 0.8 | 4 | -2 | 2 | 2
COc1ccc(N2CCN(C(=O)c3sc4ncn(CC(=O)N5CCCCC5)c(=O)c4c3C)CC2)cc1 | -5 | 1 | 0 | -4 | -2.4 | -1 | 7 | -3 | 4
Cn1c(=O)[nH]c(=O)c2c1nc(CN1CCN(c3cccc(Cl)c3)CC1)n2CCCc1ccccc1 | -2 | -1 | 6 | 6 | -1.6 | -2 | -3 | -2 | 2
CC(C)(C)c1cc(C(=O)N/N=C/c2ccc(-c3ccccc3[N+](=O)[O-])o2)n[nH]1 | 75* | 50* | 5 | 42* | -2.6 | 9 | 32* | 48* | 58*
CCn1cc(/C=C(\NC(=O)c2ccccc2F)C(=O)N2CCCC2)c2ccccc21 | -14 | 39 | 3 | -7 | -1.2 | 0 | -8 | 2 | 8
O=C(O)Cc1sc(Nc2ccc(F)cc2)nc1-c1cccs1 | -13 | 17 | -1 | 4 | -0.3 | 2 | -4 | 6 | -1
O=[N+]([O-])c1cccc(Cl)c1NCCNS(=O)(=O)c1ccc(Cl)cc1 | 5 | 1 | 20 | 13 | -0.2 | -3 | 7 | 8 | 4
Cn1c(Cc2ccccc2)nnc1SCC(=O)N1CCOCC1 | 0 | -2 | 4 | -1 | -0.5 | 2 | -4 | -1 | 3
COc1ccc(-c2nc(-c3cccc(C)c3)[nH]c(=O)c2C#N)cc1 | -5 | 0 | 3 | -10 | -1.6 | -8 | -6 | -13 | -4
CCOc1cc(C)c(Cl)cc1S(=O)(=O)NCC1CCCO1 (stereo unspecified) | -1 | -3 | 2 | 3 | -0.6 | -5 | 4 | 4 | 5
FC(F)Sc1nnc(-c2cccs2)n1-c1ccccc1 | 1 | -1 | 14 | 5 | -1.4 | 2 | 3 | 1 | 0
Cc1cc(NC(=O)CSc2nc3ccccc3c(=O)n2C(C)c2ccccc2)no1 (stereo unspecified) | -1 | 0 | -4 | 6 | 1.0 | 0 | -2 | 2 | 0
CC1(C)Oc2ccc3ccc(=O)oc3c2[C@H](O)[C@H]1O | 4 | 1 | -8 | 2 | . | . | -1 | -2 | -3
CCOc1ccccc1N1CC(C(=O)Nc2nccs2)CC1=O (stereo unspecified) | 2 | 2 | 0 | 4 | -1.8 | 1 | 4 | 2 | -2
Cc1ccc(C)c(-n2c(SCC(=O)NCC3CCCO3)nnc2-c2ccoc2C)c1 (stereo unspecified) | -1 | 1 | 3 | 6 | -1.9 | 5 | -15 | 6 | -7
O=C(Nc1cccnc1)c1cc(S(=O)(=O)N2CCCCC2)c(Cl)cc1Cl | 2 | 1 | 3 | -3 | 2.0 | -2 | 0 | 0 | 4
COc1ccc(CN2C(=O)C(O)(CC(=O)c3ccc4c(c3)OCO4)c3ccccc32)cc1OC (stereo unspecified) | 2 | 6 | 5 | 6 | 0.8 | -2 | -5 | 4 | 1
COc1ccc(CC(=O)Nc2nccs2)cc1OC | 1 | 10 | -2 | 2 | -1.1 | 1 | 6 | 5 | -2
CCOc1ccc(CCNC(=O)C2CCN(c3ccc(N4CCOCC4)nn3)CC2)cc1OCC | 7 | -2 | -3 | 1 | 3.0 | -3 | -3 | 3 | 4

Quoted at random: three entries already listed, in no set order.
mol | GLD-1 RNA inh | AHR act | PAFAH1B2 FP inh | MCL1-BIM inh | MEX-5 binding | Fam108B counter | PME-1 primary | BCLXL inh | pPAFAH inh
Cn1c(=O)[nH]c(=O)c2c1nc(CN1CCN(c3cccc(Cl)c3)CC1)n2CCCc1ccccc1 | -2 | -1 | 6 | 6 | -1.6 | -2 | -3 | -2 | 2
COc1ccc(-c2nc(-c3cccc(C)c3)[nH]c(=O)c2C#N)cc1 | -5 | 0 | 3 | -10 | -1.6 | -8 | -6 | -13 | -4
CC(C)(C)c1cc(C(=O)N/N=C/c2ccc(-c3ccccc3[N+](=O)[O-])o2)n[nH]1 | 75* | 50* | 5 | 42* | -2.6 | 9 | 32* | 48* | 58*

Going on with the list:
mol | GLD-1 RNA inh | AHR act | PAFAH1B2 FP inh | MCL1-BIM inh | MEX-5 binding | Fam108B counter | PME-1 primary | BCLXL inh | pPAFAH inh
CCN(C(=O)Cc1c(C(=O)O)n(C)c2ccccc12)c1ccc(F)cc1 | 4 | 1 | . | 2 | 1.6 | 9 | -4 | 1 | 1
Cc1nnc(NC(=O)CSc2ccc(-c3ccc(Cl)cc3)nn2)s1 | 8 | 7 | 5 | 11 | -1.2 | -3 | 5 | 5 | 0
COc1ccc(/C=C2/SC(=O)N(CCNC(=O)C3CCCN3C(=O)c3cccs3)C2=O)cc1 (stereo unspecified) | -1 | -2 | 0 | 3 | -4.7 | -1 | 5 | 2 | -2
CCN1CCN(S(=O)(=O)c2ccc(Cl)c(C(=O)N(CC)CC(=O)Nc3ccc(OC)cc3)c2)CC1 | -10 | 13 | 2 | -26 | 0.2 | -8 | -3 | -10 | 4
Cn1c(SCc2cc(=O)[nH]c(C(C)(C)C)n2)nnc1C(F)(F)F | -3 | -2 | 1 | 6 | 2.9 | 4 | 2 | 5 | -6
C=CCSc1nnc(NC(=O)CSc2nc3ccccc3o2)s1 | -10 | 4 | -36 | -6 | 2.9 | -3 | 1 | -5 | 2
O=C(Cn1ncc2c3ccccc3n(Cc3ccccc3F)c2c1=O)NC1CC1 | 0 | 0 | 3 | 4 | -0.4 | 1 | 0 | 5 | 2
Cc1ccc(OCC(=O)N2CCN(C(=O)c3ccc([N+](=O)[O-])cc3)CC2)cc1 | 1 | -1 | 0 | 9 | 2.7 | -1 | 5 | 24 | -3
O=C(COc1ccc(Br)cc1CNC1CCCCC1)NCCc1ccccc1 | -7 | 1 | 0 | 2 | 1.3 | 2 | -6 | 2 | 3
CCC(C)N1C(=O)CN(C2CCCCCC2)C(=O)C1c1ccccc1F (stereo unspecified) | 6 | 4 | 6 | 3 | -1.0 | 4 | -6 | 2 | 8
Cc1nnc(SCC(=O)NC2CCCCC2)[nH]c1=O | 4 | -1 | 5 | -2 | 1.3 | 4 | 2 | 6 | 7
CCCCNC(=O)CS(=O)Cc1nc(-c2cccs2)oc1C (stereo unspecified) | 1 | 0 | -3 | 3 | -1.0 | 3 | 2 | 1 | 2
Cc1ccc(C(=O)C2=C(O)C(=O)N(Cc3cccnc3)C2c2cccc([N+](=O)[O-])c2)o1 (stereo unspecified) | -9 | 1 | -1 | -2 | -2.5 | 0 | -4 | 1 | 1
CN1Cc2sc(N)c(C#N)c2CC1(C)C | 24 | 9 | -1 | 59* | -23 | -1 | -5 | 61* | 11
CS(=O)(=O)c1ccc(Cl)c(C(=O)OCC(=O)NC2CCCCCCC2)c1 | 0 | 0 | 0 | 1 | . | . | -4 | -4 | 2
Cc1ccc(Nc2c(-c3ccccc3O)nc3ncccn23)cc1 | 1 | -1 | 0 | -2 | 1.9 | 1 | 4 | -3 | 4
Cn1ccnc1C(=O)c1cc(SCC(=O)NCc2ccccc2)nc2ccccc12 | 2 | 1 | 2 | 5 | -4.1 | -2 | 1 | 8 | -1
COc1ccc(/C=N/N2C(=N)SCC2=O)cc1 | -2 | 15 | 2 | 5 | -3.1 | -1 | 0 | 1 | 2
CC(C)c1ccc(NC2CCCN(C(=O)CCN3Cc4ccccc4C3=O)C2)cc1 (stereo unspecified) | 2 | 4 | 16 | -1 | -3.2 | 7 | 1 | 1 | 4
COc1cc(N)c(Cl)cc1C(=O)OCC(=O)c1ccc2c(c1)NC(=O)CO2 | -3 | 4 | -1 | -3 | -0.4 | -2 | 0 | 4 | 4
O=C(CN(CC1CCCO1)C(=O)CCC(=O)Nc1nccs1)NCc1ccc2c(c1)OCO2 (stereo unspecified) | -10 | 2 | 3 | -6 | -0.5 | 0 | -1 | -4 | 5
Cc1onc(-c2ccccc2Cl)c1C(=O)N1CCN(C)CC1 | -1 | 0 | 2 | 2 | 1.9 | -1 | 1 | 2 | 3
COc1ccc(OC)c(CNc2ccc([N+](=O)[O-])cc2C)c1 | 4 | 12 | 1 | -2 | 0.0 | -2 | 6 | -1 | -1
CCOc1ccc(NC(=O)Nc2ccc(Br)cn2)cc1 | -10 | 1 | -5 | -10 | 0.3 | 1 | 15 | -2 | 2
Cc1cc(=O)n(C)c2ccc(S(=O)(=O)N3CCOCC3)cc12 | 6 | -3 | 5 | 12 | -0.2 | -3 | 0 | 0 | -2

Part of the list above, set out differently.
Below each compound: GLD-1 RNA inh, AHR act, PAFAH1B2 FP inh, MCL1-BIM inh, MEX-5 binding, Fam108B counter, PME-1 primary, BCLXL inh, pPAFAH inh
- CCOc1ccc(NC(=O)Nc2ccc(Br)cn2)cc1
 : -10, 1, -5, -10, 0.3, 1, 15, -2, 2
- CS(=O)(=O)c1ccc(Cl)c(C(=O)OCC(=O)NC2CCCCCCC2)c1
 : 0, 0, 0, 1, ., ., -4, -4, 2
- COc1ccc(/C=N/N2C(=N)SCC2=O)cc1
 : -2, 15, 2, 5, -3.1, -1, 0, 1, 2
- Cc1nnc(NC(=O)CSc2ccc(-c3ccc(Cl)cc3)nn2)s1
 : 8, 7, 5, 11, -1.2, -3, 5, 5, 0

Screens as filed in PubChem.
